OX1R antag-1 – antagonists of human orexin 1 receptor; O43613; CHO/OX1R cells, Fluo-8 calcium fluorescence, orexin A; inhibition, % at 5 µM; 330,000 compounds, 0.43% hits; AID 434989;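 active means inhibition above its plate's threshold, mean inhibition of all tested compounds on the plate plus 3 SD, cut at about 37% in these data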;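 further: 0% = orexin A challenge wells and 100% = SB-334867-A antagonist wells; not every result past the cut was called active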
Target sequence (O43613 whole entry, looked up): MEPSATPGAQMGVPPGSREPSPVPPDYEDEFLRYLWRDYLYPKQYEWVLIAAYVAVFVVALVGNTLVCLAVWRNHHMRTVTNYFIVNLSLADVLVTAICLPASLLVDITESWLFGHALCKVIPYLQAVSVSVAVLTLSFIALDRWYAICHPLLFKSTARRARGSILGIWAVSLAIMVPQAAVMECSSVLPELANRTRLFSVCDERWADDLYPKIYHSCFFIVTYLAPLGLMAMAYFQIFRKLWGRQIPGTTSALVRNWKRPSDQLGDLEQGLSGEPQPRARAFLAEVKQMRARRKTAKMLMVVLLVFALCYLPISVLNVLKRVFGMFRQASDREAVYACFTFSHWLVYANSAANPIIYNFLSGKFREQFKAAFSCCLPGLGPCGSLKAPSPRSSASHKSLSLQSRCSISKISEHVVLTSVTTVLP
OX1R antag-2 – antagonists of human orexin 1 receptor (OX1R) | O43613 | OX1R-expressing cells, FRET antagonist read-out | inhibition, % at 6.6 µM | 330,000 compounds, 1.8% hits | AID 485270; in the data active means inhibition mostly above about 38%, no sharp cut-off; inactive means mostly below about 40%;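 further: 0% = agonist challenge alone and 100% = reference antagonist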
Active calls of the source: *.

OX1R antag-1 | OX1R antag-2 | Compound
-18 | -8 | COc1ccc(/C=N/NC(=O)c2[nH]c3ccc(Br)cc3c2-c2ccccc2)cc1
-26 | 29 | C/C(=N\OCC(=O)N/N=C/c1ccccc1O)c1cccs1
-11 | 17 | CCc1noc(C)c1C(=O)OCC(=O)N(CCOC)c1c(N)n(Cc2ccccc2)c(=O)[nH]c1=O
-9 | 8 | COc1cccc(NC(=O)COC(=O)C2CCN(S(=O)(=O)c3cccs3)CC2)c1
-19 | 30 | CC1=NN(c2ccccc2)C(=O)C1C=Nc1ccccc1O (configuration not stated)
-23 | 23 | COC(=O)c1c(C)n(-c2ccccc2)c2ccc(O)cc12
-10 | 8 | O=C(NCCN1CCCCC1)/C(=C/c1ccco1)NC(=O)c1ccccc1
-18 | 22 | CCc1ccc(C(C(=O)NC(C)(C)CC)N(Cc2ccco2)C(=O)Cn2nnc3ccccc32)cc1 (configuration not stated)
-18 | 8 | Cc1nn(-c2nc3ccccc3[nH]2)c(=O)c2ccccc12
-22 | 11 | COc1ccc(OC)c(N(CC(=O)NCCSCc2ccc(C)cc2)S(C)(=O)=O)c1
-5 | 8 | OCCNCc1cc(Br)ccc1OCc1ccc(Cl)cc1
-4 | 7 | COc1cc2cc(C(=O)N3CCC(Cc4ccccc4)CC3)[nH]c2cc1OC
-12 | 21 | O=c1c(CN2CCN(c3ccccn3)CC2)coc2ccccc12
4 | -8 | CCN(CC(=O)Nc1c(F)cccc1F)C(=O)c1ccc(C#N)cc1
-27 | 30 | COc1ccccc1OCCCOc1ccc([N+](=O)[O-])cc1Cl
-17 | 12 | COc1ccc(CNC(=O)CN2C(=O)C3CCCN3c3ncc(Cl)cc32)cc1 (configuration not stated)
-9 | 6 | CCO[C@H]1OC(C(=O)O)=C[C@@H](c2cn(C(C)=O)c3ccccc23)[C@@H]1CCCO
-6 | 10 | O=C(NCc1cccs1)C1CC(c2ccc(F)cc2)=NO1 (configuration not stated)
-5 | 14 | CN(CC(=O)Nc1ccc(Cl)cc1)S(=O)(=O)c1ccc2c(c1)n(C)c(=O)c(=O)n2C
-14 | 14 | CC12CC(NC(=O)N1c1cccc(C(=O)N3CCN(c4ccccc4F)CC3)c1)c1ccccc1O2 (configuration not stated)
-26 | 33 | CCn1c(SCc2ccc(C(=O)Nc3cc(C)cc(C)c3)cc2)nnc1-c1ccncc1
1 | 6 | Cc1ccc(NC(=O)CN2CCCC2)cc1Br
-6 | 7 | Cc1ccc(OCC(=O)N2CCN(S(=O)(=O)c3ccc(Cl)s3)CC2)cc1C
-11 | 40 | CSc1ccccc1OCc1cc(C(=O)N(Cc2nccn2C)C(C)C)no1
16 | 3 | OCC[C@@H]1C[C@H](O)[C@@H](O)[C@]2(Cc3ccccc3O2)O1
-10 | 8 | COc1ccc(-c2nnc(SCc3cc(C)ccc3C)n2N)cc1
-20 | 13 | Cc1ccc(/C=C/C(=O)O)cc1S(=O)(=O)N1CCc2ccccc2C1
-16 | -1 | C#CCOCCOCCOCCNc1nc(N2CCN(C(=O)[C@H](CCCN=C(N)N)n3cc(C(N)[C@@H](C)CC)nn3)CC2)nc(N2CCN(C(=O)[C@H](CCC(=O)O)n3cc([C@@H](N)[C@H](C)CC)nn3)CC2)n1 (some centres not stated)
-27 | 17 | Cc1ccc(O)c(NC(=S)NC(=O)c2ccc(-c3ccc(Cl)cc3)o2)c1
-13 | 14 | O=C(CCN1CCCC1)Nc1cccc(Br)c1

The final two compounds of the part above are carried over, then new ones follow.
OX1R antag-1 | OX1R antag-2 | Compound
-27 | 17 | Cc1ccc(O)c(NC(=S)NC(=O)c2ccc(-c3ccc(Cl)cc3)o2)c1
-13 | 14 | O=C(CCN1CCCC1)Nc1cccc(Br)c1
-1 | 15 | O=C(CSc1nnc(NC(=O)c2c(F)cccc2F)s1)NCc1ccc(F)cc1
-5 | 15 | COc1ccccc1NS(=O)(=O)c1ccc(NC(=O)c2ccncc2)cc1
-26 | 5 | CC(C)[C@H](N)c1nnc(SCc2ccc(Cl)cc2)o1
3 | 5 | O=S(=O)(c1cccs1)N1CCN(c2ncccn2)CC1
-20 | 20 | Cc1ccccc1-n1nc(-c2ccc(N)cc2)cc1N
-41 | 15 | c1ccc(-c2csc(NC3CCCCC3)n2)cc1
-4 | 30 | COc1ccc(-n2c(-c3ccc(Br)cc3)c[n+]3c2CCCCC3)cc1
-4 | 3 | CCCCN(C(=O)CSc1nnnn1C)C1CCS(=O)(=O)C1 (configuration not stated)
10 | 35 | O=C(Nc1cc(=O)[nH]c2ncnn12)c1ccccc1
-5 | 36 | Cc1cccc(/C=N/n2c(-c3ccccn3)n[nH]c2=S)c1
4 | 4 | CC1CCN(C(=O)CC#N)CC1
-27 | 7 | Fc1ccc(-c2cc3nc(-c4ccccc4)cc(N4CCOCC4)n3n2)cc1
-18 | 26 | CN(CC(=O)O)c1ccc(S(=O)(=O)N2CCOCC2)cc1[N+](=O)[O-]
-11 | -3 | Clc1ccc(OCCCCN2CCCCC2)cc1
-10 | 11 | Fc1ccc(-n2[nH]nnc2=S)cc1N1CCCC1
-22 | 15 | CC1=CCC(C(=O)N/N=C/c2cccs2)C(c2ccc(F)cc2)C1 (configuration not stated)
-14 | 9 | CCCCNc1c(-c2ccc(OC)c(SC3CCCCC3)c2)nc2ccc(Cl)cn12
-7 | -1 | Cn1c(=O)c2c(nc(N3CCCC3)n2CC(O)CO)n(C)c1=O (configuration not stated)
-16 | 24 | Cc1nc(C)c(C(=O)N2CCCC(CCC(=O)NCc3ccc(F)c(F)c3)C2)s1 (configuration not stated)
-12 | 23 | CC(=O)Nn1cnc2c(c1=O)C1(CCCC1)Cc1ccccc1-2
5 | 0 | CCOc1ccc(NS(=O)(=O)c2ccc(C(=O)N3CCCCC3)cc2)cc1
-4 | -4 | Cc1cc(C(F)(F)F)nn1Cc1n[nH]c(=S)n1-c1ccc(F)cc1
-16 | 13 | CCCC1=NN(C(=O)Cc2ccc([N+](=O)[O-])cc2)C(O)(C(F)(F)F)C1 (configuration not stated)
-10 | 23 | CCOC(=O)CC(=O)Nc1ccc(C)cc1
-15 | 14 | CCc1nc2sc3c(c2c(=O)n1N)CCC3
-11 | 15 | Cc1cc(C)c(/C=N/NC(=O)c2nnn(-c3nonc3N)c2COc2ccc(F)cc2)c(C)c1
-7 | 2 | Cc1ccc(CN2CCN(/N=C/c3cccs3)CC2)cc1
-18 | 1 | CCN(CC)CCNC(C(=O)Nc1cc(C(F)(F)F)ccc1Cl)c1ccccc1 (configuration not stated)
-31 | 4 | CC(C)(C)OC(=O)N1CCC(C(=O)Nc2ccc3c(c2)CCC3)CC1
-3 | 7 | O=C(Nc1ccc(NC(=O)C2CC2)nc1)c1ccccn1
-21 | 16 | Cc1ccc(/C=N\NC(=O)C2COc3cc4ccccc4cc3O2)o1 (configuration not stated)
-60 | 17 | COc1ccc(-c2sc3ccc(OC)cc3c2C#Cc2cncn2C)cc1
-28 | -12 | Cc1cccc(-c2cc3nc(C)cc(N4CC(C)CC(C)C4)n3n2)c1 (configuration not stated)
-21 | 6 | O=C(c1nc2ccccn2c1CNCCCn1cccn1)N1CCCC1
-2 | -7 | COc1cc(CNc2ccc3c(c2)OCCO3)ccc1OCC(N)=O
-20 | 7 | Cc1cccc2nc(-c3cccnc3)c(Nc3ccccc3)n12
-18 | 14 | O=C(NCCc1cnc[nH]1)c1ccc(-c2ccccc2)cc1
-10 | 16 | O=c1c2c3c(sc2ncn1/N=C/c1cccnc1)CCCC3
-18 | -1 | Cc1cc2ncn(S(=O)(=O)N3CCCCC3)c2cc1C
-1 | 5 | Cc1cc(C)nc(SCc2nnc(SCC#N)n2-c2cccc(Cl)c2)n1
-5 | 22 | O=C(COC(=O)[C@H](Cc1ccccc1)NC(=O)c1cccs1)NC1CC1
-16 | 2 | Cc1ccc(-n2c(SCC(=O)N/N=C/c3ccccc3C(=O)O)nnc2-c2ccccc2)cc1
-15 | 3 | COc1ccc(N(C(C)C(=O)N/N=C/c2ccc(OC(C)C)cc2)S(C)(=O)=O)cc1 (configuration not stated)
-34 | 10 | COC(=O)c1ccccc1NC(=O)CCC(=O)N1CC(C)Oc2ccc(C)cc21 (configuration not stated)
-9 | 10 | O=C(CSc1nnc(CNC(=O)C23CC4CC(CC(C4)C2)C3)n1-c1ccc(F)cc1)Nc1ccccc1
-22 | 0 | COCCNC(=O)C(NC(=O)C1CCCCC1)C(C)C (configuration not stated)
-27 | 12 | O=C(CN1C(=O)/C(=C\c2ccc(F)cc2)Oc2ccccc21)N1CCN(c2ccccn2)CC1
-16 | 16 | O=C(Cc1ccc(Cl)cc1)Nc1ccccc1C(=O)N1CCCC1
-31 | 12 | CCOC(=O)[C@H]1[C@H]2COc3ccccc3[C@@H]2N2C(=O)CN(Cc3ccccc3)C(=O)[C@@]12C
-4 | 9 | Cc1nn(C)cc1C(=O)NNC(=S)Nc1ccccc1
-32 | 19 | NC(=O)C1Cc2ccccc2CN1C(=O)c1cccc(Oc2ccccc2)c1 (configuration not stated)
-26 | 9 | Cc1ccccc1NC(=O)C1C2CC/C=C\CCC21 (configuration not stated)
-25 | 22 | Cc1nnc(NC(=O)c2cccc(S(=O)(=O)N3CCOCC3)c2)s1
-27 | 8 | CCOc1ccccc1NC(=O)C(=O)CC(=O)c1cccc(OC)c1
-7 | -11 | CC(NCCc1ccc(S(N)(=O)=O)cc1)C(=O)NCc1ccccc1 (configuration not stated)
-25 | 0 | CC(=O)N1CCOc2ccc(S(=O)(=O)N3CC(C)CC(C)C3)cc21 (configuration not stated)
0 | 13 | NCCc1nnc(SCc2ccccc2)o1
-5 | 28 | CC1=C(N2CCOCC2)CCC1=O
3 | 1 | COc1ccc(S(=O)(=O)Nc2ccc(Oc3ccsc3C(=O)O)cc2)cc1
-1 | 11 | O=C(Nc1nc(-c2ccco2)cs1)c1ccccc1

A draw from above in order of molar mass, descending.
OX1R antag-1 | OX1R antag-2 | Compound
-16 | -1 | C#CCOCCOCCOCCNc1nc(N2CCN(C(=O)[C@H](CCCN=C(N)N)n3cc(C(N)[C@@H](C)CC)nn3)CC2)nc(N2CCN(C(=O)[C@H](CCC(=O)O)n3cc([C@@H](N)[C@H](C)CC)nn3)CC2)n1 (some centres not stated)
-18 | 22 | CCc1ccc(C(C(=O)NC(C)(C)CC)N(Cc2ccco2)C(=O)Cn2nnc3ccccc32)cc1 (configuration not stated)
-14 | 14 | CC12CC(NC(=O)N1c1cccc(C(=O)N3CCN(c4ccccc4F)CC3)c1)c1ccccc1O2 (configuration not stated)
-18 | -8 | COc1ccc(/C=N/NC(=O)c2[nH]c3ccc(Br)cc3c2-c2ccccc2)cc1
-9 | 8 | COc1cccc(NC(=O)COC(=O)C2CCN(S(=O)(=O)c3cccs3)CC2)c1
-1 | 15 | O=C(CSc1nnc(NC(=O)c2c(F)cccc2F)s1)NCc1ccc(F)cc1
-16 | 24 | Cc1nc(C)c(C(=O)N2CCCC(CCC(=O)NCc3ccc(F)c(F)c3)C2)s1 (configuration not stated)
3 | 1 | COc1ccc(S(=O)(=O)Nc2ccc(Oc3ccsc3C(=O)O)cc2)cc1
-17 | 12 | COc1ccc(CNC(=O)CN2C(=O)C3CCCN3c3ncc(Cl)cc32)cc1 (configuration not stated)
-34 | 10 | COC(=O)c1ccccc1NC(=O)CCC(=O)N1CC(C)Oc2ccc(C)cc21 (configuration not stated)
5 | 0 | CCOc1ccc(NS(=O)(=O)c2ccc(C(=O)N3CCCCC3)cc2)cc1
-5 | 22 | O=C(COC(=O)[C@H](Cc1ccccc1)NC(=O)c1cccs1)NC1CC1
-7 | -11 | CC(NCCc1ccc(S(N)(=O)=O)cc1)C(=O)NCc1ccccc1 (configuration not stated)
-16 | 13 | CCCC1=NN(C(=O)Cc2ccc([N+](=O)[O-])cc2)C(O)(C(F)(F)F)C1 (configuration not stated)
-4 | -4 | Cc1cc(C(F)(F)F)nn1Cc1n[nH]c(=S)n1-c1ccc(F)cc1
-16 | 16 | O=C(Cc1ccc(Cl)cc1)Nc1ccccc1C(=O)N1CCCC1
-22 | 15 | CC1=CCC(C(=O)N/N=C/c2cccs2)C(c2ccc(F)cc2)C1 (configuration not stated)
-10 | 8 | COc1ccc(-c2nnc(SCc3cc(C)ccc3C)n2N)cc1
-7 | -1 | Cn1c(=O)c2c(nc(N3CCCC3)n2CC(O)CO)n(C)c1=O (configuration not stated)
-6 | 10 | O=C(NCc1cccs1)C1CC(c2ccc(F)cc2)=NO1 (configuration not stated)
-19 | 30 | CC1=NN(c2ccccc2)C(=O)C1C=Nc1ccccc1O (configuration not stated)
-18 | 8 | Cc1nn(-c2nc3ccccc3[nH]2)c(=O)c2ccccc12
-11 | -3 | Clc1ccc(OCCCCN2CCCCC2)cc1
16 | 3 | OCC[C@@H]1C[C@H](O)[C@@H](O)[C@]2(Cc3ccccc3O2)O1
-5 | 28 | CC1=C(N2CCOCC2)CCC1=O

Remaining list, next part
OX1R antag-1 | OX1R antag-2 | Compound
-16 | 11 | CCCCNS(=O)(=O)c1ccc2nc(-c3cccnc3)cc(C(=O)NCCOC)c2c1
-23 | 13 | CC(C)c1ccccc1NC(=S)NC(C)c1ccccc1 (configuration not stated)
-25 | -1 | CC(CN1CCOCC1)OC(=O)c1cccc(Cl)c1 (configuration not stated)
-16 | 8 | Cc1ccc(C(=O)NS(=O)(=O)c2ccc(N=NN(C)C)cc2)cc1
-10 | 20 | CCOc1ccc(C(C)NC(=O)c2cccc(F)c2)cc1 (configuration not stated)
-32 | 22 | CCN(c1ccccc1)c1nc2ccsc2c(=O)s1
-5 | 9 | CCc1nc2sc3c(O)cc(=O)[nH]c3c2cc1C

Screening data as filed in PubChem.
